Compound activity from PubChem.
SDO1 yeast rescue: sdo1-depleted yeast growth rescue; z-score at 10 µM; S. cerevisiae sdo1-depleted JHY4D growth rescue, OD600 30 h; hits give high values; pdr5 snq2 efflux-pump mutant strain; actives 0.21% (n = 140,000);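 active means z-score above 3 at both the 24 hr and the 30 hr optical density reads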;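 further: z-score against mean and SD of all compound wells on the same plate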
INS promoter inh: TRM-6 insulin promoter activity inhibition; TRM-6 cells (human fetal islet line), insulin promoter-eGFP reporter, imaging; reporter expression induced with tamoxifen; inhibition, % at 2 µM; actives 0.9% (n = 130,000);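 active means inhibition above the mean plus 3 SD, with well images judged a real hit on visual review, cut at about 60% in these data, passing the limit was not always enough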
SDO1 yeast rescue Rescue 24 h: further read-out of SDO1 yeast rescue, marked with its call; z-score; S. cerevisiae sdo1-depleted JHY4D growth rescue, OD600; measured here: growth rescue at 24 h;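 0 is the plate mean of compound wells and units are plate SD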
* marks the source's active call; other numbers are inactive results; i = inactive; nt = no result given. A portion of the library, so the mix of outcomes need not match the whole.

> CN1CCN(c2ccc([N+](=O)[O-])c(N/N=C3\CN4CCC3CC4)c2)CC1
  SDO1 yeast rescue: 0.48	SDO1 yeast rescue Rescue 24 h: -0.46	INS promoter inh: 32.1

> c1cnc(N2CCNCC2)nc1
  SDO1 yeast rescue: nt	SDO1 yeast rescue Rescue 24 h: nt	INS promoter inh: 33.3

> CCC(C)n1c(O)c(/C=N/N2CCOCC2)c(=O)[nH]c1=S (stereo not given)
  SDO1 yeast rescue: -0.13	SDO1 yeast rescue Rescue 24 h: -0.5	INS promoter inh: 52.8

> C=C1N2CCC(CC2)C1(O)c1ccc(C)cc1 (stereo not given)
  SDO1 yeast rescue: 1.01	SDO1 yeast rescue Rescue 24 h: 0.73	INS promoter inh: -75.0

> CC(C)N1C(=O)/C(=C/C=C/c2ccco2)C(=O)N(Cc2ccco2)C1=O
  SDO1 yeast rescue: -0.6	SDO1 yeast rescue Rescue 24 h: 0.32	INS promoter inh: nt

> Cc1ccc2cccc(OC(=O)N(C)c3ccccc3)c2n1
  SDO1 yeast rescue: -0.27	SDO1 yeast rescue Rescue 24 h: -0.45	INS promoter inh: 3.9

> Cc1ccc(/C=C2/C(=O)NC(=O)N(C)C2=O)cc1
  SDO1 yeast rescue: 0.5	SDO1 yeast rescue Rescue 24 h: 0.35	INS promoter inh: 2.6

> CC(=O)c1c(C)n(C(C)C)c2ccc(O)cc12
  SDO1 yeast rescue: nt	SDO1 yeast rescue Rescue 24 h: nt	INS promoter inh: -268.8

> Cc1ccc(C2NC(=S)NC(c3ccc(C)cc3)C23C(=O)NC(=O)NC3=O)cc1 (stereo not given)
  SDO1 yeast rescue: 0.98	SDO1 yeast rescue Rescue 24 h: 0.31	INS promoter inh: 15.4

> C#CCNc1ccncc1S(=O)(=O)NC(=O)NC(C)C
  SDO1 yeast rescue: 1.66	SDO1 yeast rescue Rescue 24 h: 2.46	INS promoter inh: 53.9

> O=C1NC(=O)C(=Cc2ccccc2Oc2ccc(F)cc2)C(=O)N1
  SDO1 yeast rescue: nt	SDO1 yeast rescue Rescue 24 h: nt	INS promoter inh: 50.0

> Nc1ccc(N2CCN(Cc3ccccc3Cl)CC2)c(Cl)c1
  SDO1 yeast rescue: 0.47	SDO1 yeast rescue Rescue 24 h: 1.13	INS promoter inh: 0.0

> CCC1(CC)C(=O)NC(=Nc2cccc(C(F)(F)F)c2)NC1=O
  SDO1 yeast rescue: -0.1	SDO1 yeast rescue Rescue 24 h: -0.94	INS promoter inh: 3.3

> C=CCN1C(=O)NC(=O)/C(=C/c2ccc(OC)c(CSc3ccccn3)c2)C1=O
  SDO1 yeast rescue: -0.17	SDO1 yeast rescue Rescue 24 h: -0.41	INS promoter inh: -52.6

> COc1ccc(C2SCC(=O)Nc3c2c(=O)[nH]n3C2CCCCC2)cc1 (stereo not given)
  SDO1 yeast rescue: 0.74	SDO1 yeast rescue Rescue 24 h: 0.05	INS promoter inh: nt

Structures above containing an aryl methoxy group, in the order listed:
> C=CCN1C(=O)NC(=O)/C(=C/c2ccc(OC)c(CSc3ccccn3)c2)C1=O
  SDO1 yeast rescue: -0.17	SDO1 yeast rescue Rescue 24 h: -0.41	INS promoter inh: -52.6

> COc1ccc(C2SCC(=O)Nc3c2c(=O)[nH]n3C2CCCCC2)cc1 (stereo not given)
  SDO1 yeast rescue: 0.74	SDO1 yeast rescue Rescue 24 h: 0.05	INS promoter inh: nt

Nothing new here: entries from further up.
> C#CCNc1ccncc1S(=O)(=O)NC(=O)NC(C)C
  SDO1 yeast rescue: 1.66	SDO1 yeast rescue Rescue 24 h: 2.46	INS promoter inh: 53.9

> O=C1NC(=O)C(=Cc2ccccc2Oc2ccc(F)cc2)C(=O)N1
  SDO1 yeast rescue: nt	SDO1 yeast rescue Rescue 24 h: nt	INS promoter inh: 50.0

> Nc1ccc(N2CCN(Cc3ccccc3Cl)CC2)c(Cl)c1
  SDO1 yeast rescue: 0.47	SDO1 yeast rescue Rescue 24 h: 1.13	INS promoter inh: 0.0

> CCC1(CC)C(=O)NC(=Nc2cccc(C(F)(F)F)c2)NC1=O
  SDO1 yeast rescue: -0.1	SDO1 yeast rescue Rescue 24 h: -0.94	INS promoter inh: 3.3

> C=CCN1C(=O)NC(=O)/C(=C/c2ccc(OC)c(CSc3ccccn3)c2)C1=O
  SDO1 yeast rescue: -0.17	SDO1 yeast rescue Rescue 24 h: -0.41	INS promoter inh: -52.6

> COc1ccc(C2SCC(=O)Nc3c2c(=O)[nH]n3C2CCCCC2)cc1 (stereo not given)
  SDO1 yeast rescue: 0.74	SDO1 yeast rescue Rescue 24 h: 0.05	INS promoter inh: nt

Next part
> CN1CCN(Cc2nc3ccccc3n2C)CC1
  SDO1 yeast rescue: -0.47	SDO1 yeast rescue Rescue 24 h: -0.88	INS promoter inh: nt

> Cc1c(N=Nc2c(O)n(Cc3ccccc3)c(=O)[nH]c2=O)c(=O)n(-c2ccccc2)n1C
  SDO1 yeast rescue: 0.89	SDO1 yeast rescue Rescue 24 h: 0.7	INS promoter inh: -19.4

> Cc1ccccc1N1C(=O)CC(=O)N(c2ccccc2C)C1=O
  SDO1 yeast rescue: 0.53	SDO1 yeast rescue Rescue 24 h: 0.32	INS promoter inh: 8.3

> N#CC1=C(N)Oc2c(c(=O)sc3ccccc23)C1c1cccnc1 (stereo not given)
  SDO1 yeast rescue: nt	SDO1 yeast rescue Rescue 24 h: nt	INS promoter inh: 25.0

> N[C@@H](Cc1c[nH]c2ccccc12)c1nnc(SCc2ccc(F)cc2)o1
  SDO1 yeast rescue: -1.26	SDO1 yeast rescue Rescue 24 h: -0.31	INS promoter inh: 6.9

> COc1ccc(-n2c(O)c(C(C)=NCCN3CCNCC3)c(=O)[nH]c2=O)cc1
  SDO1 yeast rescue: 0.19	SDO1 yeast rescue Rescue 24 h: -0.8	INS promoter inh: nt

> CN(C)P1(N(C)C)=NC(C(F)(F)F)=NC(C(F)(F)F)=N1
  SDO1 yeast rescue: 1.12	SDO1 yeast rescue Rescue 24 h: 0.72	INS promoter inh: nt

> N=c1n(CCO)c2ccccc2n1Cc1ccccc1
  SDO1 yeast rescue: 0.74	SDO1 yeast rescue Rescue 24 h: -0.23	INS promoter inh: -7.1

> COc1ccc(S(=O)(=O)NCc2ccc(C(=O)N3CCC4(CC3)OCCO4)cc2)cc1
  SDO1 yeast rescue: 3.15	SDO1 yeast rescue Rescue 24 h: 1.91	INS promoter inh: nt

> CC(c1ccc(F)cc1)n1cc(C(=O)NCc2ccc3c(c2)OCO3)nn1 (stereo not given)
  SDO1 yeast rescue: -0.34	SDO1 yeast rescue Rescue 24 h: 0.11	INS promoter inh: nt

> COC(=O)C1=C(N)Oc2c(c(=O)oc3ccccc23)[C@]12C(=O)N(C)c1ccccc12
  SDO1 yeast rescue: 0.23	SDO1 yeast rescue Rescue 24 h: 0.57	INS promoter inh: -3.6

> CC(C)C(=O)c1cn(Cc2ccc(C#N)cc2)c2ccccc12
  SDO1 yeast rescue: -1.76	SDO1 yeast rescue Rescue 24 h: -1.97	INS promoter inh: -162.5

> CN1[C@@H]2CC[C@H]1CC(OC(=O)C1C=Nc3ccccc31)C2 (stereo not given in full)
  SDO1 yeast rescue: 0.48	SDO1 yeast rescue Rescue 24 h: -0.09	INS promoter inh: 23.8

> C=CCN1C(=O)c2ccccc2Sc2ccc(C(=O)N3CCC4(CC3)OCCO4)cc21
  SDO1 yeast rescue: -0.29	SDO1 yeast rescue Rescue 24 h: -1.05	INS promoter inh: -11.4

> Cc1nnc2n1-c1ccc(Br)cc1C(c1ccccc1Cl)=NC2
  SDO1 yeast rescue: -0.24	SDO1 yeast rescue Rescue 24 h: -0.19	INS promoter inh: 5.7

> CCNc1nc(Cl)nc(NC(C)C)n1
  SDO1 yeast rescue: 0.27	SDO1 yeast rescue Rescue 24 h: -0.01	INS promoter inh: 26.7

> c1ccc(-c2[nH]c[n+](CC3CO3)c2-c2ccccc2)cc1 (stereo not given)
  SDO1 yeast rescue: 0.25	SDO1 yeast rescue Rescue 24 h: 0.02	INS promoter inh: nt

> CCC(=O)N1CCN(CCN=Cc2c(O)n(C)c(=O)n(C)c2=O)CC1
  SDO1 yeast rescue: -0.4	SDO1 yeast rescue Rescue 24 h: -1.23	INS promoter inh: 27.8

> Cc1cc(OC(=O)c2cccs2)c2c3c(c(=O)oc2c1)CCCC3
  SDO1 yeast rescue: -0.51	SDO1 yeast rescue Rescue 24 h: 0.13	INS promoter inh: 6.7

> CCCCNC(=O)Nc1ccc(C(O)(C(=O)OC)C(F)(F)F)cc1 (stereo not given)
  SDO1 yeast rescue: 1	SDO1 yeast rescue Rescue 24 h: 1.17	INS promoter inh: 21.4

> CC(C)CNC(=O)c1c(N)n(Cc2ccco2)c2nc3ccccc3nc12
  SDO1 yeast rescue: -2.22	SDO1 yeast rescue Rescue 24 h: -1.26	INS promoter inh: -43.3

> CN1CCCC(C(=O)c2ccccc2)C1 (stereo not given)
  SDO1 yeast rescue: 2.42	SDO1 yeast rescue Rescue 24 h: 1.79	INS promoter inh: 35.1

> Nc1ccc(C(=O)N/N=C2/CN3CCC2CC3)cc1
  SDO1 yeast rescue: 0.57	SDO1 yeast rescue Rescue 24 h: 0.32	INS promoter inh: 0.0

> O=C(N/N=C/c1c(O)n(Cc2ccccc2)c(=O)[nH]c1=O)c1ccccc1
  SDO1 yeast rescue: 0.17	SDO1 yeast rescue Rescue 24 h: -0.27	INS promoter inh: nt

> CCOc1cccc(N2C(=O)CC(=O)NC2=O)c1
  SDO1 yeast rescue: 0.08	SDO1 yeast rescue Rescue 24 h: -0.86	INS promoter inh: -58.3

> O=C(Nc1ccc(Cl)cc1)Nc1nccs1
  SDO1 yeast rescue: 0.02	SDO1 yeast rescue Rescue 24 h: -0.37	INS promoter inh: 62.9

> COc1ccc(CN2CCN(Cc3ccccc3)CC2)c(OC)c1
  SDO1 yeast rescue: 0.44	SDO1 yeast rescue Rescue 24 h: -0.54	INS promoter inh: -21.7

> CN(C(=O)CNC(=O)OCc1ccccc1)c1ccc(Br)cc1C(=O)c1ccccc1Cl
  SDO1 yeast rescue: -1.52	SDO1 yeast rescue Rescue 24 h: -0.84	INS promoter inh: -56.2

> CC(=NCc1cccnc1)c1c(O)n(C2CCCCC2)c(=O)[nH]c1=O
  SDO1 yeast rescue: 0.28	SDO1 yeast rescue Rescue 24 h: -0.01	INS promoter inh: -33.3

> C=CCn1c(O)c(C(C)=Nc2cc(OC)ccc2OC)c(=O)[nH]c1=O
  SDO1 yeast rescue: 2.03	SDO1 yeast rescue Rescue 24 h: 5.3	INS promoter inh: 56.2

> O=C(CNC1CCCCC1)N1CCC2(CC1)OCCO2
  SDO1 yeast rescue: 0.7	SDO1 yeast rescue Rescue 24 h: -0.01	INS promoter inh: i

> CCCCN1C(=O)NC(=O)/C(=C/c2cnc(SC)nc2)C1=O
  SDO1 yeast rescue: -0.18	SDO1 yeast rescue Rescue 24 h: 0.35	INS promoter inh: -2.3

> O=c1[nH]c(=O)n(-c2ccc(Cl)cc2)c(O)c1C=Nc1ccc(S(=O)(=O)Nc2nccs2)cc1
  SDO1 yeast rescue: 1.82	SDO1 yeast rescue Rescue 24 h: 1.18	INS promoter inh: 2.0

> O=C1C2CCCN2C(c2ccc(Cl)cc2)N1c1ccccn1 (stereo not given)
  SDO1 yeast rescue: 1.95	SDO1 yeast rescue Rescue 24 h: 2.08	INS promoter inh: nt

> O=P(N[C@@H](c1ccccc1)[C@@H]1C[C@H]1CO)(c1ccccc1)c1ccccc1
  SDO1 yeast rescue: 0.12	SDO1 yeast rescue Rescue 24 h: -0.25	INS promoter inh: 15.0

> C/C(=N\N1CCCCCC1)c1c(O)n(-c2ccccc2)c(=O)[nH]c1=O
  SDO1 yeast rescue: -0.85	SDO1 yeast rescue Rescue 24 h: -1.5	INS promoter inh: 3.5

> COc1cc(N2CCOCC2)ccc1/C=C1\C(=O)NC(=O)N(Cc2ccc3c(c2)OCO3)C1=O
  SDO1 yeast rescue: nt	SDO1 yeast rescue Rescue 24 h: nt	INS promoter inh: 21.4

> O=C(Nc1cccc(Cl)c1)c1c(O)c2c(n(Cc3ccccc3)c1=O)CCCC2
  SDO1 yeast rescue: -0.13	SDO1 yeast rescue Rescue 24 h: -0.76	INS promoter inh: 33.3

> COc1ccc(CCC(C)NCCc2ccccc2)cc1 (stereo not given)
  SDO1 yeast rescue: -0.2	SDO1 yeast rescue Rescue 24 h: -0.71	INS promoter inh: 16.1

> CC(C)(C)NC(=O)C1CC2CCCCC2CN1 (stereo not given)
  SDO1 yeast rescue: nt	SDO1 yeast rescue Rescue 24 h: nt	INS promoter inh: 54.5

> CCC(=NCc1ccc(F)cc1)c1c(O)n(C)c(=O)n(C)c1=O
  SDO1 yeast rescue: -0.22	SDO1 yeast rescue Rescue 24 h: -0.86	INS promoter inh: -37.5

> O=C(/C=C/c1ccc2c(c1)OCO2)c1c(O)n(CCC2=CCCCC2)c(=O)[nH]c1=O
  SDO1 yeast rescue: -1.18	SDO1 yeast rescue Rescue 24 h: -0.85	INS promoter inh: 22.6

> O=C1NC(=O)C(=Cc2cc3c(cc2[N+](=O)[O-])OCO3)C(=O)N1
  SDO1 yeast rescue: nt	SDO1 yeast rescue Rescue 24 h: nt	INS promoter inh: 13.3

> COc1ccc(C(=O)Oc2cccc3cccnc23)cc1S(=O)(=O)N1CCOCC1
  SDO1 yeast rescue: nt	SDO1 yeast rescue Rescue 24 h: nt	INS promoter inh: 53.3

> COc1cccc(NP(=O)(Oc2ccc(Cl)cc2)Oc2ccc(Cl)cc2)c1
  SDO1 yeast rescue: -0.58	SDO1 yeast rescue Rescue 24 h: -0.46	INS promoter inh: -6.7

> Cc1ccc(-c2nc3ccccc3c(=O)n2-c2nccs2)cc1
  SDO1 yeast rescue: -0.85	SDO1 yeast rescue Rescue 24 h: -0.81	INS promoter inh: 3.3

> O=[N+]([O-])c1ccc(N2CCCC2)c2ncccc12
  SDO1 yeast rescue: nt	SDO1 yeast rescue Rescue 24 h: nt	INS promoter inh: 0.0
